# MEX-5 binding – MEX-5 zinc finger RNA-binding disruptors – biochemical, C. elegans, fluorescence polarization, MLPCN library, primary screen; Zinc finger protein mex-5 (Caenorhabditis elegans), Q9XUB2; MEX-5/FITC-TCR2 RNA binding; hits give low values; activity score (negative = inhibition of binding), % at 10 µM; actives 0.38% (n = 300,000); AID 1832, 2009;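 active means inhibition past about -25% in most replicates, and total fluorescence under double the plate's negative control median, limit read from the data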;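 further: 0% = DMSO and -100% = 5 µM competing unlabeled TCR2 RNA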
# Target sequence (Q9XUB2 whole entry, looked up): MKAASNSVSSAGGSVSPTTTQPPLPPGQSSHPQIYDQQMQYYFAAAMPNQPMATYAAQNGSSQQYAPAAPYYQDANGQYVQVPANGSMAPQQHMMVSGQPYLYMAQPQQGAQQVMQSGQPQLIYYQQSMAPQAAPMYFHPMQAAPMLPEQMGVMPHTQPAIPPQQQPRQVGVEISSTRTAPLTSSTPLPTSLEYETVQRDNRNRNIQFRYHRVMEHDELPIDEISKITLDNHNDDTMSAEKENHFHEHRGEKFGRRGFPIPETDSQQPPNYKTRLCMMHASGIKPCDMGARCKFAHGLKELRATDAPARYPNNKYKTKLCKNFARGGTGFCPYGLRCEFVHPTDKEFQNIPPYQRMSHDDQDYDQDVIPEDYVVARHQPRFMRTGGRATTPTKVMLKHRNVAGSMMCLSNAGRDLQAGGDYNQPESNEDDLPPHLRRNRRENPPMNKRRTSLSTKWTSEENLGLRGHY
# Bcl-xL primary – inhibitors of human Bcl-xL, primary screen, biochemical, fluorescence polarization, HTS; Bcl-2-like protein 1 (Homo sapiens), Q07817; GST-Bcl-xL / FITC-Bim BH3 peptide fluorescence polarization; inhibition, % at 10.9 µM; actives 0.7% (n = 320,000); AID 2129, 2009;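 active means inhibition above the mean of all tested compounds plus 3 SD, cutoff set per campaign, cut at about 30% in these data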;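 further: 0% = DMSO wells and 100% = unlabeled Bim-BH3 peptide competitor; inhibitors lower millipolarization by displacing the labeled peptide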
# Target sequence (Q07817 whole entry, looked up): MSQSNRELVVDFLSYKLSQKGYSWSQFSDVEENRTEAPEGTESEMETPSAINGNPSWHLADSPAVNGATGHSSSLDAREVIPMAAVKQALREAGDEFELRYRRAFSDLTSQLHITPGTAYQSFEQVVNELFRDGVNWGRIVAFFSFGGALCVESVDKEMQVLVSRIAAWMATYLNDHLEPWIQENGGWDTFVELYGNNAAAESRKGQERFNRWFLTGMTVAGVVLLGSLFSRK
# Fam108B inh – mouse Fam108B serine hydrolase inhibitors, primary screen, counter-screen for RBBP9 inhibitor project, biochemical, fluorescence polarization | recombinant Fam108B, FP-Rh probe fluorescence polarization | actives 0.33% (n = 300,000) | inhibition, % at 9.51 µM | AID 1947, 2009;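 active means inhibition above the screen mean inhibition plus 3 SD, computed separately per campaign, cut at about 18% in these data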;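 further: inhibitors lower polarization as less probe binds the enzyme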
# GSTO1 counter – inhibitors of recombinant GSTO1, primary screen, counter-screen for RBBP9 inhibitor project, biochemical, fluorescence polarization; activity-based probe fluorescence polarization; inhibition, % at 5.96 µM; actives 1.1% (n = 300,000); AID 1974, 2009;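 active means inhibition above the campaign mean inhibition plus 3 SD, cut at about 35% in these data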;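 further: 0% = GSTO1-1 with DMSO and 100% = wells lacking GSTO1-1 enzyme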
# PME-1 primary – PME-1 inhibitors via competitive probe labeling, primary screen, biochemical, fluorescence polarization, FP-Rh probe, HTS; Protein phosphatase methylesterase 1 (Homo sapiens), Q9Y570; actives 0.53% (n = 320,000); inhibition, % at 5.9 µM; recombinant PME-1;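 active means inhibition above the campaign mean of all compounds plus 3 SD, cut at about 26% in these data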;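 further: competitive labeling of PME-1 active site by serine hydrolase directed probe; 0% = PME-1 with DMSO and 100% = wells lacking PME-1 enzyme; inhibitors block probe labeling so polarization falls and inhibition rises; many of its hits are not listed in these tables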
# TPT1 inh – Candida albicans TPT1 enzyme inhibitors, primary screen, biochemical, fluorescence polarization | actives 0.81% (n = 300,000) | AID 1962, 2009 | inhibition, % at 5 µM | tRNA 2'-phosphotransferase TPT1 (Candida albicans SC5314) | recombinant caTPT1, FP RNA substrate dephosphorylation;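 active means inhibition above the mean of all tested compounds plus 3 SD, set per screening campaign, cut at about 24% in these data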;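 further: plate controls were DMSO alone for no effect and ferristatin control at 100 nM for full effect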
# MCL1-BIM inh – inhibitors of MCL1 binding to BIM-BH3, primary screen, biochemical, fluorescence polarization; Induced myeloid leukemia cell differentiation protein Mcl-1 (Homo sapiens), Q07820; GST-MCL1 / FITC-Bim-BH3 fluorescence polarization; inhibition, % at 10.9 µM; actives 0.68% (n = 320,000);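 active means inhibition above the mean inhibition of all tested compounds plus 3 SD, set per campaign, cut at about 40% in these data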;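 further: 0% = DMSO wells and 100% = unlabeled Bim-BH3 peptide control; higher means more loss of mP so more displacement of Bim peptide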
# Target sequence (Q07820 whole entry, looked up): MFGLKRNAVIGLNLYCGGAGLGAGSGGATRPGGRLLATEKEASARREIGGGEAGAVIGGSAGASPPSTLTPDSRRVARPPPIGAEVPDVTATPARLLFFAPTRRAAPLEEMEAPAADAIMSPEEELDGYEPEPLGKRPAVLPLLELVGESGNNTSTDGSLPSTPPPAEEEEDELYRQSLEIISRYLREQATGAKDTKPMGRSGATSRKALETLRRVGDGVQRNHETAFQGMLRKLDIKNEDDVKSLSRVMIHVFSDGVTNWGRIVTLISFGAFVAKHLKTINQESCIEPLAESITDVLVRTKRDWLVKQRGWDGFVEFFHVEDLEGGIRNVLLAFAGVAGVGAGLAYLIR
# PAD4 inh – human PAD4 inhibitors, primary screen, biochemical, fluorescence polarization, 1536-well format | recombinant PAD4, RCA probe fluorescence polarization | inhibition, % at 6.36 µM | actives 0.41% (n = 330,000) | AID 485272, 2010;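 active means percent inhibition above a cutoff equal to the mean of all tested compounds plus 3 SD, cut at about 15% in these data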;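 further: 0% = PAD4 with RCA probe and DMSO and 100% = probe without PAD4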
# GLD-1 RNA inh – GLD-1/TGE RNA complex disruptors, primary screen, biochemical, fluorescence polarization; Female germline-specific tumor suppressor gld-1 (Caenorhabditis elegans), Q17339; purified GLD-1 + fluorescein TGE RNA; inhibition, % at 5.96 µM; actives 0.44% (n = 320,000);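 active means percent inhibition above a per-plate cutoff, the plate mean of test compounds plus 3 SD, cut at about 30% in these data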;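 further: 0% = DMSO wells with GLD-1 and probe and 100% = wells lacking GLD-1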
# Numbers without * were called inactive; nt = no result given.
SMILES,MEX-5 binding,Bcl-xL primary,Fam108B inh,GSTO1 counter,PME-1 primary,TPT1 inh,MCL1-BIM inh,PAD4 inh,GLD-1 RNA inh
CCN(CC)S(=O)(=O)c1ccc(/C=C/C(=O)Nc2ccc(F)c(F)c2F)cc1,1.3,3,-1,-2,-2,1,0,-2,-2
CN1C(=O)c2oc3ccccc3c(=O)c2C1c1cccnc1 (stereo not drawn),3.3,6,-4,12,-3,0,4,-3,3
N/C(=N\OC(=O)c1ccccc1F)c1cccc([N+](=O)[O-])c1,-1.0,2,0,-2,-15,-3,13,3,-6
Cc1cccc(NC(=O)C2CCCN(S(=O)(=O)c3cccc4nsnc34)C2)n1 (stereo not drawn),0.5,1,0,3,-2,-5,2,-1,5
CC(C)n1c(CN2CCN(Cc3ccccc3)CC2)nc2ccccc21,-2.9,1,-2,5,0,1,5,-4,-3
CC(=O)COc1ccc(-c2csnn2)cc1,0.1,3,-2,1,3,-1,0,-1,8
O=C([O-])c1cc(-c2ccccc2)cc(-c2ccccc2)[n+]1Cc1ccccc1,2.4,3,-2,2,0,2,-7,0,-2
O=C(Cn1c(=O)sc2ccccc21)Nc1ccc(O)cc1,3.6,5,0,5,-9,-1,11,-1,-3
COc1ccc(C(C)=O)cc1Cn1cnc2c(cnn2C)c1=O,0.2,4,8,10,2,2,4,2,-3
Cn1c(=O)c2cc(S(=O)(=O)NC(C(=O)Nc3cccnc3)c3ccccc3)ccc2n(C)c1=O (stereo not drawn),nt,4,4,1,1,-2,7,5,1
CC(C)CSc1oc(-c2ccco2)nc1S(=O)(=O)c1ccccc1,-4.1,-7,5,22,4,3,-3,-3,-1
CC(=O)N(C)c1ccc(OCC(O)COc2ccc(N(C)C(C)=O)cc2)cc1,-1.4,8,4,-6,2,-2,1,-3,4
CCN1CCN(S(=O)(=O)c2cccs2)CC1,-2.2,0,6,6,-12,-3,1,-1,-3
CCOc1ccccc1OCC(=O)Nc1nnc(C)s1,2.9,5,10,21,4,-6,4,-2,-1
O=C(c1cccc(S(=O)(=O)N2CCN(c3ccccc3)CC2)c1)N1CCCCCCC1,-1.7,-5,-2,1,3,1,-23,-1,-1
Cc1cc(OCC(=O)NCCN2CCOCC2)c2c(C)c(C)c(=O)oc2c1,0.4,5,-3,9,-6,-1,-1,0,-8
Cc1ccc(S(=O)(=O)NCC(=O)OCC(=O)c2ccc(Cl)s2)cc1,1.4,0,7,1,5,0,-4,-2,6
CCCCOc1ccc(N(CC(=O)NC(C)(C)C)C(=O)CCC(=O)Nc2nccs2)cc1,0.6,3,1,2,1,-1,1,5,-1
Cn1cc(/C=C2/SC(=O)N(CC(=O)Nc3ccc4c(c3)OCO4)C2=O)c2ccccc21,-3.9,3,-6,-2,-3,2,-1,-4,2
Cc1ccc(N(CC(=O)NC2CC2)S(=O)(=O)c2ccccc2)c(C)c1,0.9,-12,-4,-5,-3,0,-11,-10,-4
Cc1ccc(S(=O)(=O)NCCN=Cc2ccc(N(C)C)cc2)cc1,1.9,0,-1,2,1,3,0,-2,-4
COc1ccc(S(=O)(=O)Nc2cc3c4c(c2)CC(=O)N4CCC3)cc1C,0.0,3,1,9,4,1,7,-3,-4
COc1ccccc1OCC(=O)Sc1ccc(C)cc1,0.1,2,3,5,4,-1,8,4,2
O=c1oc2ccccc2cc1-c1cn2ccccc2n1,-3.1,2,2,5,-3,3,0,-6,-1
Cc1cc(C)cc(NC(=S)NCc2ccc3[nH]c4c(c3c2)CCCC4)c1,0.4,6,2,1,9,0,7,-2,14
CCCc1cc(-c2nc(-c3ccc(Br)cc3)cs2)ccn1,-0.5,1,-13,-2,-16,-1,1,-1,-3
CC(C)(C)NC(=O)NC(=O)Cn1ccsc1=N,0.6,-5,-2,4,-1,2,-22,-2,2
O=C1CC(c2ccccc2)=NN1c1ccc([N+](=O)[O-])cc1,-3.0,5,4,19,16,-2,5,3,5
COc1ccccc1NC(=O)C1CCCN1C(=O)Nc1ccc(F)cc1 (stereo not drawn),0.1,1,-3,1,-5,1,3,-4,3
COc1ccc(OC)c(C(O)CNC(=O)CN)c1 (stereo not drawn),-0.9,4,-1,0,-1,2,2,5,5
O=C(CSc1nnc(CNC(=O)c2ccc(F)cc2)o1)NCc1ccccc1,1.9,8,-2,0,-1,-3,10,-3,6
COc1ccc(-c2cc3nc(C)cc(-c4ccc(OC)cc4)n3n2)cc1,-3.3,-2,-9,-2,-11,4,1,-3,-1
CCOc1ccc(C(=O)Nc2cccc(-c3nc4cccnc4o3)c2)cc1Cl,4.7,-3,-6,3,-12,3,-9,-7,1
COc1ccc2[nH]c3nc(SCC(=O)Nc4cccc(NC(C)=O)c4)nnc3c2c1,1.1,6,-11,-5,-9,1,4,-16,6
COCCCN(CC(=O)Nc1ccc(N2CCOCC2)cc1)S(=O)(=O)c1ccc(C)cc1,-0.7,7,-2,2,-2,3,9,-1,-4
CCc1ccc(/C=N/NC(=O)c2cc(-c3cccc([N+](=O)[O-])c3)n[nH]2)cc1,3.0,4,-2,3,2,-2,2,-2,3
O=C(NCCCc1ccccc1)C1CC1,0.8,-4,0,-2,-6,6,-8,2,4
CC(C)(C)C1CCc2onc(C(=O)Nc3cccc(O)c3)c2C1 (stereo not drawn),-1.8,3,1,-4,7,-2,0,0,-2
N#Cc1c2n(c3c(-c4ccccc4)ncnc13)CCC2,0.5,3,2,1,1,5,2,-3,3
COc1ccccc1Oc1coc2c(CN3CCN(C)CC3)c(O)ccc2c1=O,1.3,3,0,2,3,-1,7,1,2

# Look-ups from the list.
# PME-1 primary with O=c1oc2ccccc2cc1-c1cn2ccccc2n1 : -3
# Bcl-xL primary with CCN(CC)S(=O)(=O)c1ccc(/C=C/C(=O)Nc2ccc(F)c(F)c2F)cc1 : 3
# GLD-1 RNA inh with Cn1cc(/C=C2/SC(=O)N(CC(=O)Nc3ccc4c(c3)OCO4)C2=O)c2ccccc21 : 2

# More structures
SMILES,MEX-5 binding,Bcl-xL primary,Fam108B inh,GSTO1 counter,PME-1 primary,TPT1 inh,MCL1-BIM inh,PAD4 inh,GLD-1 RNA inh
COc1ccc2c(Cn3cnc4cc([N+](=O)[O-])ccc4c3=O)cc(=O)oc2c1,0.4,10,3,10,3,-2,6,-8,2
CSc1nnc(-c2ccc(NC(=O)CCc3ccccc3)cc2)n1C,-0.5,-10,3,-4,-7,-4,-15,3,6
COc1ccc(C2C(C(=O)N3CCN(c4ccccc4)CC3)c3ccccc3C(=O)N2C)cc1 (stereo not drawn),-1.8,4,0,-8,-4,-2,8,5,-3
O=C(CSc1ccccc1)NCc1cccnc1,1.2,6,-3,5,-2,-5,10,-6,1
COc1ccc(CNC(=O)CSc2cc(=O)n(C)c3ccccc23)cc1,-0.1,3,5,-2,5,1,2,-2,-7
CC(CN1CCOCC1)(NS(=O)(=O)c1ccccc1)c1ccccc1 (stereo not drawn),1.2,4,-3,1,0,-3,4,2,1
OC(C#CCN1CCOCC1)(c1ccccc1)C1CC1 (stereo not drawn),1.4,0,1,0,2,0,-2,-5,-7
CCCNC(=S)Nc1ccc(Cl)cc1C,0.8,6,-3,-1,-2,-3,9,2,5
O=C(Nc1cccc(C(F)(F)F)c1)c1cccnc1NCCO,-0.5,3,-1,0,-7,-2,4,2,4
Cc1ccccc1CS(=O)(=O)Cc1ccc(C(=O)NCc2ccco2)o1,-0.4,9,-1,8,5,0,8,2,8
COC(=O)c1sccc1NC(=O)CCC1CCCCC1,1.6,1,-4,-4,5,-1,3,0,2
CCOc1ccc(NC(=O)CSc2nc3c([nH]c4ccccc43)c(=O)n2C)cc1,-0.1,-3,0,0,7,2,5,-7,3
C=C1CCN([C@@H](CC(C)C)C(=O)O)S(=O)(=O)c2ccccc21,-4.4,2,-11,0,-5,-2,16,0,-7
CCC(C)Nc1nc2c(c(=O)n(C)c(=O)n2C)n1Cc1ccc(Cl)cc1 (stereo not drawn),3.6,4,0,-2,1,-2,4,-1,0
CC1CC(C)CN(C(=O)c2ccc3ncsc3c2)C1 (stereo not drawn),nt,4,nt,nt,-1,nt,10,2,5
CC(C)n1nc(C(=O)OCn2nnc3ccccc3c2=O)c2ccccc2c1=O,-1.3,5,0,7,6,-1,10,2,-1
CCOC(=O)N1CCC(N2CCCC(C(=O)c3ccc4cc(OC)ccc4c3)C2)CC1 (stereo not drawn),1.2,8,1,1,6,-4,12,0,1
O=C(Cn1nc(C(=O)O)c2ccccc2c1=O)c1cc(F)ccc1F,-1.1,-5,2,4,-1,-3,-7,-6,4
COc1ccc(-n2nc(C(=O)NCC(=O)NCC3COc4ccccc4O3)c3ccccc3c2=O)cc1 (stereo not drawn),1.1,3,-4,5,-4,-3,7,4,-5
O=C(O)CCCNS(=O)(=O)c1ccc(F)cc1,1.0,2,1,-1,-4,0,6,-4,5
COc1ccc(-c2noc(CN(C)Cc3ccc(C)o3)n2)cc1,-0.6,12,5,11,0,-6,7,2,3
Cc1cc(NC(=O)c2ccc(N3CCCC3)c([N+](=O)[O-])c2)no1,1.6,2,-3,1,-4,6,5,-10,6
NS(=O)(=O)c1ccc(CCNC(=O)CCc2nc3sc4c(c3c(=O)[nH]2)CCCC4)cc1,1.5,7,0,12,-12,10,5,3,-7
CC1CC(c2ccccc2)n2nc(N3C(=O)c4ccccc4C3=O)nc2N1 (stereo not drawn),-2.7,-4,-3,-2,-2,-2,-7,-7,1
Cc1ccccc1-n1cc(C(=O)c2cc(Cl)ccc2O)cc(C#N)c1=O,0.2,3,0,8,4,10,4,0,-1
CCOc1ccc(S(=O)(=O)N(CC(=O)NC2CCCC2)c2ccc(F)cc2)cc1,1.1,1,-4,0,0,-1,-5,-3,8
O=C(CN1CCN(c2nc(-c3ccc(F)cc3)cs2)CC1)NCc1ccc2c(c1)OCO2,0.6,-4,1,2,6,3,1,-1,8
O=C(NCC1CCCO1)c1nc(Cn2ccc([N+](=O)[O-])n2)no1 (stereo not drawn),2.3,4,4,9,3,-8,8,5,-4
Cc1cc(-c2ccc(S(=O)(=O)NCc3ccc(F)cc3)cc2)on1,-2.1,4,-1,4,6,3,-3,-2,9
CC1CCN(S(=O)(=O)c2ccc(NC(=O)CN3CCCCCC3)cc2)CC1,1.1,5,-4,-6,-4,2,-1,-1,4
CC(=O)NCCC1CCN(C(=O)c2cc(COc3ccc(C)nc3)on2)CC1,-1.9,1,-5,-27,-3,3,1,-4,-1
O=c1c(-c2ccccc2)c(-c2ccccc2)oc2cc(O)cc(O)c12,-3.3,5,8,-10,-4,-2,9,-3,3
CCCC1C2C(=O)N(c3ccccc3OC)C(=O)C2ON1c1ccccc1 (stereo not drawn),1.7,2,4,2,-5,-3,5,2,1

# Only part of the results is shown; count on the stated rates, not on these rows.
